Assay outcomes deposited in PubChem by Broad Institute.
STK33 inh: STK33 kinase inhibitors, primary screen, biochemical, luminescence, ADP-Glo, MBP substrate. inhibition, % at 12.5 µM. 27,000 compounds, 0.44% hits. Serine/threonine-protein kinase 33 (Homo sapiens), Q9BYT3. AID 2322, 2010; in the data active = inhibition above about 20%; inconclusive = no clear call, values can overlap the other calls
Target sequence (Q9BYT3 whole entry, looked up): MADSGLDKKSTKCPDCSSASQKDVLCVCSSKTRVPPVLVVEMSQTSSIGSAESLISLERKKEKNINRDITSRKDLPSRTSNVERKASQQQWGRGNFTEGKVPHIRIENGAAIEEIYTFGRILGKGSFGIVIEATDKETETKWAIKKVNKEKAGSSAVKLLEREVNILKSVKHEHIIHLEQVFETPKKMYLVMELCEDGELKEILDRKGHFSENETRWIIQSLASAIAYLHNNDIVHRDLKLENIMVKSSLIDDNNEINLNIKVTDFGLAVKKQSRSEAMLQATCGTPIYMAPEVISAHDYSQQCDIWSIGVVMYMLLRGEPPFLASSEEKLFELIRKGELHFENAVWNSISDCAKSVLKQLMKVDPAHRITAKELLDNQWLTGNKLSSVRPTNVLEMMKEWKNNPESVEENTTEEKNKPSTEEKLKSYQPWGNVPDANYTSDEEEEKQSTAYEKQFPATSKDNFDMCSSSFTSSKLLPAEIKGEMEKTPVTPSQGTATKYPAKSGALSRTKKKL
mut p53 react: mutant p53 pathway re-activators, primary screen, cell-based, SW480, luciferase, single point, HTS; SW480 PUMA-promoter luciferase, p53 mutant reactivation; activation, % at 9.98 µM; 28,000 compounds, 1.5% hits; in the data active = activation above about 52%; inconclusive = no clear call, values can overlap the other calls
Starred values were filed as active, the others as inactive; u = inconclusive; x = not tested or not shown.

SMILES | STK33 inh | mut p53 react
C[C@H](CO)N1C[C@H](C)[C@@H](CN(C)Cc2ccc(Oc3ccccc3)cc2)Oc2ncc(-c3cncnc3)cc2C1=O | x | -3.8
Cc1ccnc(SCC(=O)c2ccc([N+](=O)[O-])cc2)n1 | 1.5 | 14.2
C[C@H]1CN([C@@H](C)CO)C(=O)Cc2cc(NC(=O)Nc3cccc4ccccc34)ccc2O[C@H]1CN(C)CC1CCCCC1 | 6.7 | x
C[C@H](CO)N1C[C@H](C)[C@H](CN(C)Cc2ccncc2)Oc2ncc(-c3cccc(F)c3)cc2C1=O | -1.4 | x
C[C@H](CO)N1C[C@H](C)[C@H](CN(C)C(=O)CN(C)C)Oc2ncc(-c3ccccc3F)cc2C1=O | x | 5.1
N[C@@H](C(=O)N[C@@H]1C(=O)N2C(C(=O)O)=C(Cl)CS[C@H]12)c1ccccc1 | -0.1 | -10.2
Cc1ccc(S(=O)(=O)N(C)C[C@H]2Oc3ccc(NC(=O)NC4CCCCC4)cc3CC(=O)N([C@H](C)CO)C[C@H]2C)cc1 | -3.1 | x
Cn1c(SCC(=O)Nc2ccc(Oc3ccccc3)cc2)nnc1-c1cccs1 | 3.6 | 22.1
CCOC(=O)NC(=O)CSc1ccccn1 | 1.9 | 16.9
c1ccc(-c2ccc(C(c3ccccc3)n3ccnc3)cc2)cc1 (centres undefined) | -0.4 | -71.7
COc1ccc(-c2nn(-c3ccccc3)cc2C(=O)NCC(=O)c2ccccc2)cc1OC | 0.1 | 26.8
Cc1ccc(S(=O)(=O)N(C)C[C@H]2Oc3cc(C#CC4CCCC4)ccc3S(=O)(=O)N([C@@H](C)CO)C[C@@H]2C)cc1 | x | -38.7
C[C@H](CO)N1C[C@H](C)[C@H](CN(C)Cc2ccncc2)Oc2ncc(-c3ccc(F)cc3)cc2C1=O | -2.3 | x
CCOC(=O)c1c(NC(=O)C2CC(c3ccccc3Cl)=NO2)sc(C)c1C (centres undefined) | -4.8 | -7.0
O=c1[nH]cc(NCc2ccccc2)c(=O)[nH]1 | 0.9 | x
Clc1ccc2c(c1)nc(SCc1nnc(-c3ccccc3)o1)n2C1CCCCC1 | -0.3 | -9.9
NS(=O)(=O)c1ccc(NC(=O)CSc2ncnc3sc4c(c23)CCCCC4)cc1 | 6.0 | -18.2
Cc1ccc(C)c(OCC(=O)Nc2ccccc2C#N)c1 | -2.4 | 120.6*
C[C@@H]1CN([C@@H](C)CO)C(=O)c2cccc(NC(=O)Nc3ccc(C(F)(F)F)cc3)c2O[C@H]1CN(C)CC1CC1 | x | -17.6
O=C(CSc1nnc(-c2cccc(Cl)c2)n1-c1ccccc1)Nc1ccccc1 | -0.6 | -0.5
C[C@@H]1CN([C@@H](C)CO)C(=O)c2cc(NC(=O)C3CC3)ccc2O[C@@H]1CN(C)S(C)(=O)=O | -1.5 | x
Cc1cccc(CN(C)C[C@@H]2OCc3cn(nn3)CCCC(=O)N([C@H](C)CO)C[C@H]2C)c1 | -5.1 | x
O=C1CC(c2ccc(O)cc2)Oc2cc(O[C@@H]3O[C@H](CO)[C@@H](O)[C@H](O)[C@H]3O)cc(O)c21 (some centres undefined) | -0.7 | -5.0
CC(C)CC#Cc1cnc2c(c1)C(=O)N([C@@H](C)CO)C[C@@H](C)[C@H](CN(C)C(=O)c1cccc(F)c1)O2 | x | -3.6
C[C@H](CO)N1C[C@H](C)[C@@H](CN(C)Cc2cccnc2)Oc2ncc(C#CCc3ccccc3)cc2C1=O | x | -4.1
More entries:
SMILES | STK33 inh | mut p53 react
C[C@H](CO)N1C[C@H](C)[C@H](CN(C)Cc2ccncc2)OCCCC[C@H](C)Oc2ccc(N(C)C)cc2C1=O | x | 2.0
COc1ccccc1CNC(=O)C[C@@H]1C[C@H]2c3cc(NC(=O)Nc4ccccc4F)ccc3O[C@H]2[C@H](CO)O1 | x | 2.1
Cc1ccc(S(=O)(=O)N(C)C[C@@H]2Oc3cc(C#CC4CCCC4)ccc3S(=O)(=O)N([C@H](C)CO)C[C@H]2C)cc1 | x | -37.9
C[C@@H]1CCCCO[C@H](CN(C)C(=O)C2CCCCC2)[C@@H](C)CN([C@@H](C)CO)C(=O)c2cc(NS(=O)(=O)c3cccs3)ccc2O1 | x | -20.2
COc1ccc(NC(=O)c2ccc(OC(C)C(=O)Nc3ccccc3C(F)(F)F)cc2)cc1Cl (centres undefined) | -0.2 | -2.0
C[C@H]1CN([C@@H](C)CO)C(=O)Cc2cc(NC(=O)Nc3ccc(C(F)(F)F)cc3)ccc2O[C@H]1CN(C)C(=O)Nc1ccc2c(c1)OCO2 | -6.0 | x
CCC(Sc1nnnn1-c1ccccc1)C(=O)Nc1cccc([N+](=O)[O-])c1 (centres undefined) | -5.9 | -5.4
CC(=O)c1cccc(NC(=O)NCc2ccco2)c1 | -0.6 | 7.4
C[C@@H]1CCCCO[C@H](CN(C)Cc2ccncc2)[C@@H](C)CN([C@H](C)CO)C(=O)c2cc(NC(=O)Nc3ccc4c(c3)OCO4)ccc2O1 | -0.8 | x
CCCCC[C@H](O)C/C=C1/C(=O)C=C[C@@H]1C/C=C\CCCC(=O)O | x | 11.7
O=C(c1cc2cc(Br)ccc2oc1=O)N1CCN(CCN2C(=O)c3cccc4cccc(c34)C2=O)CC1 | 8.4 | 65.4*
COc1ccc(CN(C)C[C@@H]2Oc3c(NC(=O)c4cc(C)nn4C)cccc3C(=O)N([C@H](C)CO)C[C@H]2C)cc1 | x | 1.0
Cc1noc(C)c1NC(=O)Nc1ccc2c(c1)C(=O)N([C@@H](C)CO)C[C@H](C)[C@@H](CN(C)Cc1ccc(C(=O)O)cc1)O2 | -2.4 | 3.6
CCCC#Cc1ccc2c(c1)O[C@H](CN(C)C(=O)c1ccncc1)[C@@H](C)CN([C@H](C)CO)S2(=O)=O | x | -0.2
Cc1cccc(C)c1OCC(=O)Nc1cccc(C(=O)O)c1 | -7.4 | 10.4
O=C(O)CNC(=O)C1COc2ccccc2O1 (centres undefined) | -0.3 | -6.5
Cc1nn(-c2ccccc2)nc1-c1nnc(-c2ccc(Cl)c(Cl)c2)o1 | x | -11.9
CCOC(=O)C1=C(Cn2ccc(C(F)(F)F)n2)NC(=O)NC1c1cc(C)ccc1C (centres undefined) | 5.7 | -31.5
COc1ccc(/C=C2\C(=O)N(c3ccc(Cl)cc3)C(c3ccc(F)cc3)S2(=O)=O)c(OC)c1 (centres undefined) | x | 10.2
Cc1ccc(S(=O)(=O)c2ccc(Cl)cc2)cc1S(=O)(=O)Nc1ccc(C(=O)O)cc1 | -3.6 | -7.5
C[C@@H]1CN([C@H](C)CO)C(=O)c2cccc(NC(=O)Nc3cccc4ccccc34)c2O[C@H]1CN(C)C(=O)Nc1ccc(C(F)(F)F)cc1 | x | -7.0
Cc1cccc(NC(=O)c2ccc(OC(C)C(=O)Nc3ccccc3C(F)(F)F)cc2)c1C (centres undefined) | -2.8 | -52.7
C=C1C(=O)O[C@@H]2/C=C(\C)[C@@H](OC(=O)C(O)C(C)C)C/C=C(/C)C[C@@H](OC(=O)/C(=C/CO)CO)[C@@H]12 (some centres undefined) | -3.8 | x
CC(C)COC(=O)N(C)C[C@H]1OCc2cn(nn2)CCCC(=O)N([C@@H](C)CO)C[C@@H]1C | 2.1 | x
Cc1noc(C)c1NC(=O)N(C)C[C@@H]1Oc2ccc(NC(=O)Cc3ccccc3)cc2CC(=O)N([C@H](C)CO)C[C@@H]1C | x | 3.7

Filtered by structure: the entries above containing a COOH group.
SMILES | STK33 inh | mut p53 react
N[C@@H](C(=O)N[C@@H]1C(=O)N2C(C(=O)O)=C(Cl)CS[C@H]12)c1ccccc1 | -0.1 | -10.2
CCCCC[C@H](O)C/C=C1/C(=O)C=C[C@@H]1C/C=C\CCCC(=O)O | x | 11.7
Cc1noc(C)c1NC(=O)Nc1ccc2c(c1)C(=O)N([C@@H](C)CO)C[C@H](C)[C@@H](CN(C)Cc1ccc(C(=O)O)cc1)O2 | -2.4 | 3.6
Cc1cccc(C)c1OCC(=O)Nc1cccc(C(=O)O)c1 | -7.4 | 10.4
O=C(O)CNC(=O)C1COc2ccccc2O1 (centres undefined) | -0.3 | -6.5
Cc1ccc(S(=O)(=O)c2ccc(Cl)cc2)cc1S(=O)(=O)Nc1ccc(C(=O)O)cc1 | -3.6 | -7.5

A run of entries from the list above:
SMILES | STK33 inh | mut p53 react
Cc1cccc(NC(=O)c2ccc(OC(C)C(=O)Nc3ccccc3C(F)(F)F)cc2)c1C (centres undefined) | -2.8 | -52.7
C=C1C(=O)O[C@@H]2/C=C(\C)[C@@H](OC(=O)C(O)C(C)C)C/C=C(/C)C[C@@H](OC(=O)/C(=C/CO)CO)[C@@H]12 (some centres undefined) | -3.8 | x
CC(C)COC(=O)N(C)C[C@H]1OCc2cn(nn2)CCCC(=O)N([C@@H](C)CO)C[C@@H]1C | 2.1 | x
Cc1noc(C)c1NC(=O)N(C)C[C@@H]1Oc2ccc(NC(=O)Cc3ccccc3)cc2CC(=O)N([C@H](C)CO)C[C@@H]1C | x | 3.7

Remaining list, next part
SMILES | STK33 inh | mut p53 react
Cc1noc(C)c1S(=O)(=O)Nc1ccc2c(c1)CC(=O)N([C@H](C)CO)C[C@H](C)[C@H](CN(C)S(=O)(=O)c1ccc(Cl)cc1)O2 | -0.3 | x
Cc1ccccc1NC(=O)CSc1ncnc2c1sc1nc(N3CCOCC3)c3c(c12)CCCC3 | 0.8 | 1.6
O=C1NC(=O)C(c2ccccc2[N+](=O)[O-])=C1Nc1ccc(O)c(Cl)c1 | u | -51.7
C[C@H](CO)N1C[C@H](C)[C@@H](CN(C)C)Oc2c(NC(=O)C3CCOCC3)cccc2C1=O | x | 3.2
C[C@H]1CN([C@@H](C)CO)C(=O)c2cccc(NC(=O)c3ccncc3)c2O[C@@H]1CN(C)C(=O)Nc1ccc2c(c1)OCO2 | -2.0 | x
CC(=O)c1ccc(NC(=O)CSc2nc(=O)cc(N)n2-c2ccccc2)cc1 | -0.6 | u
COc1ccc(S(=O)(=O)Nc2ccc3c(c2)CC(=O)N([C@@H](C)CO)C[C@@H](C)[C@@H](CN(C)C(=O)NC(C)C)O3)cc1 | 0.1 | x
C[C@@H]1CN([C@@H](C)CO)C(=O)CCCn2nncc2CO[C@H]1CN(C)C(=O)Nc1ccc2c(c1)OCCO2 | 0.5 | 24.7
C[C@@H]1CN([C@@H](C)CO)C(=O)CCCn2cc(nn2)CO[C@@H]1CN(C)C(=O)NC1CCCC1 | 0.0 | x
C[C@@H]1CN([C@H](C)CO)C(=O)c2cccc(NS(=O)(=O)c3ccc(Cl)cc3)c2O[C@@H]1CN(C)CC1CC1 | x | -1.1
Cc1noc(C)c1NC(=O)Nc1cccc2c1O[C@@H](CN(C)C(=O)Nc1c(C)noc1C)[C@H](C)CN([C@H](C)CO)C2=O | x | 7.0
CNC[C@H]1OCCCC[C@@H](C)Oc2ccc(NC(=O)Nc3ccccc3)cc2C(=O)N([C@H](C)CO)C[C@H]1C | x | 4.2
COCCCNC(=O)[C@@]1(Cc2ccccc2N=[N+]=[N-])N=C(c2ccc(OCCCO)cc2)O[C@H]1c1ccccc1N=[N+]=[N-] | 4.4 | x
Cc1ccc(C(=O)NCCNS(=O)(=O)c2ccccc2)cc1 | -0.6 | 4.3
CNC[C@H]1Oc2ccc(NC(=O)CCC(F)(F)F)cc2C(=O)N([C@H](C)CO)C[C@H]1C | x | 2.8
Cc1noc(C)c1S(=O)(=O)Nc1ccc2c(c1)CC(=O)N([C@H](C)CO)C[C@@H](C)[C@H](CN(C)S(=O)(=O)c1cccs1)O2 | -3.7 | x
COc1ccc(S(=O)(=O)Nc2ccc3c(c2)CC(=O)N([C@@H](C)CO)C[C@H](C)[C@@H](CN(C)S(=O)(=O)c2cccs2)O3)cc1 | 3.9 | x
Cc1ccc2nc(N3CCN(c4cccc(C)c4C)CC3)c(-n3nc(C)cc3C)nc2c1 | x | -0.5
Cn1c(=O)c(C(=O)NCCCO)c(O)c2ccccc21 | 2.3 | 1.5
COc1ccc([Si](C)(C)[C@H]2[C@H](CCO)O[C@@]3(C(=O)N(Cc4ccc(NC(C)=O)cc4)c4ccccc43)[C@@H]2C)cc1 | 5.3 | x
C[C@@H]1CCCCO[C@@H](CN(C)CC2CCCCC2)[C@@H](C)CN([C@H](C)CO)C(=O)c2cc(NC(=O)CCCN(C)C)ccc2O1 | 3.3 | x
O=C1O[C@H](c2ccccc2)[C@H](c2ccccc2)N2[C@H]1[C@@H](C(=O)Nc1nc3ccccc3s1)[C@]1(C(=O)Nc3ccc(C#CC4(O)CCCCCC4)cc31)[C@H]2c1ccc(OCCO)cc1 | 3.2 | x
C[C@@H]1CN([C@@H](C)CO)C(=O)c2cc(NC(=O)Nc3ccccc3)ccc2O[C@@H](C)CCCCO[C@H]1CN(C)S(=O)(=O)c1ccccc1 | x | -29.5
C[C@H]1CN([C@@H](C)CO)C(=O)Cc2cc(NS(=O)(=O)c3cccs3)ccc2O[C@@H]1CN(C)C(=O)Nc1ccccc1 | 0.1 | x
C[C@@H]1CN([C@@H](C)CO)S(=O)(=O)c2ccc(C3=CCCC3)cc2O[C@@H]1CN(C)CC1CCOCC1 | x | -4.1
C[C@@H]1CN([C@@H](C)CO)C(=O)Cc2cc(NC(=O)c3ccncc3)ccc2O[C@@H]1CN(C)CC1CCCCC1 | 0.9 | x
CC(c1ccccc1)n1c(Cn2ncc3ccccc3c2=O)n[nH]c1=S (centres undefined) | 0.1 | -4.4
Cc1ccc2nc(-c3cccc(NC(=O)COc4ccccc4)c3C)oc2c1 | 6.2 | 8.2
C[C@@H]1CCCCO[C@@H](CN(C)C(=O)c2ccccc2)[C@@H](C)CN([C@@H](C)CO)C(=O)c2cc(NS(=O)(=O)c3cn(C)cn3)ccc2O1 | x | 5.7
Cc1ccc(C)c(NC(=O)CSc2ncccn2)c1 | -3.8 | 9.5

The list is partial; count on the stated rates, not on these rows.
